Assay outcomes from PubChem BioAssay.
PfHsp90 set2 = inhibits growth of yeast expressing Plasmodium falciparum Hsp90; S. cerevisiae expressing PfHsp90, BacTiter-Glo ATP, 48 h; yeast lacking PDR1 and PDR3 efflux regulators; inhibition, % at 9.4 µM; actives 0.32% (n = 310,000); AID 504621;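 active = every replicate shows inhibition above about 80%, whatever the replicate mean, limit read from the data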;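 also: 0% = DMSO neutral controls and 100% = 20 µM radicicol positive controls; yeast relying on Plasmodium falciparum Hsp90 in place of its own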
HTR5A inv ctr = inverse agonist of human HTR5A in OPRM1-OPRD1 counter-screen; HTR5A cell line, luminescence, inverse agonism; actives 0.083% (n = 340,000); inhibition, % at 9.3 µM; AID 504634; P47898; in the data active = inhibition mostly above about 23%, no sharp cut-off; inactive = mostly below about 18%;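 also: 0% = cells with DMSO and 100% = no-cell wells with DMSO; some compounds called inactive have numbers as strong as hits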
Target sequence (P47898 whole entry, looked up): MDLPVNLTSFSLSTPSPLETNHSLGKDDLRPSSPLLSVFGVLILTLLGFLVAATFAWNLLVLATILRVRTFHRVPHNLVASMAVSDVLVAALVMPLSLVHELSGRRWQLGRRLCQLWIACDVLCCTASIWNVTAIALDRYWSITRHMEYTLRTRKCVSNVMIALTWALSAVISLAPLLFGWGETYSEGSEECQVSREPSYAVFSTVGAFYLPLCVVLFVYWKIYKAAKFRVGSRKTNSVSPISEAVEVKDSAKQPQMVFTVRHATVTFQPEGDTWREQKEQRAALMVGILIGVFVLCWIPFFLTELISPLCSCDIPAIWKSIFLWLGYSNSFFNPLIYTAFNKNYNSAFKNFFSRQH
AddAB inh = less growth of phage-infected E. coli with AddAB | E. coli expressing H. pylori AddAB, absorbance growth | inhibition, % at 11.9 µM | actives 0.29% (n = 330,000); in the data active = inhibition above about 12%;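 also: 0% = vehicle wells of infected cells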
phage Ecoli inh = E. coli growth loss with phage present | growth absorbance | inhibition, % at 11.9 µM | actives 0.26% (n = 360,000) | AID 651602; in the data active = inhibition above about 11%
Mot1-301 SUMO = SUMOylation pathway inhibition by Mot1-301 growth rescue | growth rescue, % at 18.8 µM | S. cerevisiae Mot1-301 growth rescue, ATP luminescence, 38.5C; percent above DMSO median, 100 means doubled | AID 2716 | actives 1% (n = 320,000);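 active = every valid replicate shows activation above 250% relative to neutral control wells; inactive = the rest, any valid replicate at or below 250%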;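 also: OY570 slx delta 5 strain wells were the positive control but not used for scaling; some compounds called inactive have numbers as strong as hits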
HTR5A ag = activates human HTR5A in OPRM1-OPRD1 agonist counter-screen | actives 0.61% (n = 340,000) | HTR5A agonist assay, luminescence, cell-based | activation, % at 9.3 µM | P47898; in the data active = activation mostly above about 9.5%, no sharp cut-off; inactive = mostly below about 7.6%;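 also: 0% = cells with vehicle only and 100% = reference agonist; strong numbers were not always called active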
E coli growth = counter-screen for AddAB inhibitors: E. coli growth inhibition; actives 0.27% (n = 330,000); E. coli V3065 growth, OD600 absorbance, 18 h; AID 449728; inhibition, % at 11.9 µM;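 active = inhibition above the campaign's mean inhibition across all tested compounds plus 3 SD, cut at about 9.9% in these data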;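 also: uninfected addAB+ strain grown without phage in ampicillin broth; 0% = DMSO wells and 100% = ciprofloxacin 0.95 µg/ml wells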
PKA-R1A act = activates the PKA-R1A holoenzyme complex; PKA-R1A dissociation, Cy5-IP20 fluorescence polarization; scaled: DMSO 0%, 113 µM cGMP 100%; activation, % at 11.4 µM; actives 0.083% (n = 340,000);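 active = percent activation above the mean of all tested compounds plus 3 SD, cut at about 19% in these data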;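 also: higher means more PKAc released from R1A so a rise in polarization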
MOR-DOR ag = OPRM1-OPRD1 heterodimerization agonism. P35372+P41143. cells, luminescence. activation, % at 9.3 µM. actives 0.3% (n = 340,000). AID 504326; in the data active = activation above about 18%;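 also: 0% = vehicle-treated cells and 100% = reference agonist; values of inactives mirror those of a sister screen read the other way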
MOR-DOR inv ag = inverse agonists of human mu-delta opioid receptor heterodimerization; P35372+P41143; cell-based MOR-DOR heterodimer luminescence, inverse agonism; inhibition, % at 9.3 µM; actives 0.21% (n = 340,000); in the data active = inhibition above about 22%, passing the limit was not always enough;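 also: 0% = cells with DMSO and 100% = wells without cells with DMSO; values of inactives mirror those of a sister screen read the other way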
DSG3 Ab inh = human desmoglein-3 autoantibody binding inhibition | P32926 | binding (percent of control), % at 10 µM | DSG3-coupled beads, scFv-anti-DSG3-GFP binding, flow cytometry; active compounds read low | actives 0.48% (n = 310,000);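 active = binding more than 3 SD below its plate's average and above zero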;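 also: hits lower antibody fragment binding to DSG3; some compounds called inactive have numbers as strong as hits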
An asterisk follows results filed as active; / = no result given.

SMILES	PfHsp90 set2	HTR5A inv ctr	AddAB inh	phage Ecoli inh	Mot1-301 SUMO	HTR5A ag	E coli growth	PKA-R1A act	MOR-DOR ag	MOR-DOR inv ag	DSG3 Ab inh
CCC/C(O)=C1\C(=O)CCCC1=NCCc1c(C)[nH]c2ccc(OC)cc12	/	-12.4	0.8	2.2	6.1	4.5	1.3	-7.0	-0.7	3.5	116.5
CCOC(=O)c1c(NC(=S)Nc2ccccc2)sc2c1CCN(C)C2	21.2	12.4	-2.5	4.7	-8.3	-4.9	2.1	-1.6	-1.3	7.2	144.9
O=C1C=C(Nc2ccc(Cl)cc2Cl)CC(c2ccco2)C1 (stereo not given)	30.5	1.7	2.4	2.1	-9.6	-0.7	-0.7	-3.7	1.1	-6.1	99.5
O=C(COc1ccc2ccccc2c1CN1CCOCC1)N1CCc2ccccc21	64.8	4.6	1.2	4.3	35.2	-1.8	-1.5	0.2	-3.9	20.3	100.4
CCOC(=O)c1c(C)[nH]c(C(=O)OCC(=O)N2CC(C)OC(C)C2)c1C (stereo not given)	-13.4	-26.9	0.6	1.6	-4.1	10.0	-0.6	-3.2	4.8	-29.1	/
COc1ccc(N(CC(=O)NCC2CCCO2)C(=O)CCC(=O)Nc2cc(C)on2)cc1OC (stereo not given)	13.9	9.1	2.3	2.4	80.2	-3.4	1.1	7.1	-0.3	2.2	/
CS(=O)(=O)N1CCC(C(=O)Nc2cccc(Br)c2)CC1	-21.1	-44.9	3.3	1.3	23.0	7.4	1.7	-3.0	-3.5	17.9	115.2
Cc1ccc(-c2nc3ccccc3o2)cc1NC(=S)NC(=O)/C=C/c1ccco1	-30.9	19.2	0.2	1.8	8.1	3.4	-0.9	-0.2	-3.2	13.7	101.2
Cc1ccc(C)c(NC(=S)NCCc2c[nH]c3ccccc23)c1	7.3	-5.6	5.3	0.5	-12.1	0.7	1.2	-9.3	-1.0	5.3	98.7
Cc1cc(OCC(=O)N(C)Cc2ccccc2)cc(C)c1Cl	-12.5	-10.5	1.6	0.0	-2.1	2.9	-1.8	1.6	3.3	-15.3	104.1
CCOC(=O)CSc1nnc(NC(=O)c2cccc(S(=O)(=O)N3CCCC3)c2)s1	-2.8	27.6	0.4	0.2	15.6	-2.6	2.6	-7.3	-1.5	8.8	102.3
O=C(O)c1sccc1SCc1ccc(Cl)c(Cl)c1	10.0	-7.0	1.5	4.9	6.4	2.6	1.9	1.9	-2.2	13.6	/
CCOc1ccc(CN2C(=O)CC(=O)N(S(=O)(=O)c3ccc(OCC)cc3)C2=O)cc1	22.3	-9.4	1.9	1.1	7.7	7.0	2.3	-0.6	-0.2	1.2	99.6
Cc1ccc2nc(N3CCN(S(=O)(=O)c4ccc(C)c(Cl)c4)CC3)c(C#N)cc2c1	-12.4	18.9	-1.4	-1.2	19.3	-3.9	1.7	-0.2	-0.8	4.4	98.2
CCOc1ccc(CCNC(=O)Nc2ccccc2C)cc1OCC	-2.7	-14.4	-0.8	-0.6	16.0	3.7	-0.8	1.5	-2.0	11.3	96.0
COc1cc(NC(=O)CN2CCN(c3ccccn3)CC2)cc(OC)c1OC	-7.0	12.7	3.1	2.5	-10.9	-5.2	1.3	5.5	-2.3	13.0	96.8
Cc1cc(C)nc(N2CCN(C(=O)CCC(=O)Nc3nnc(CC(C)C)s3)CC2)n1	19.7	0.7	-0.9	1.3	5.2	-0.3	-1.8	-7.3	0.6	-3.0	/
COc1ccc(Cl)c(Cn2c(NCCCN(C)C)nc3c2c(=O)n(C)c(=O)n3C)c1	/	0.7	3.2	0.9	-18.2	-0.3	-1.8	-6.4	-3.6	17.6	89.2
O=C(CCSc1ccccc1)Nc1ccccc1Br	-3.4	-25.2	4.3	-3.4	64.9	-3.9	-0.1	-6.8	0.9	-4.8	99.0
O=C(NNc1ccccn1)c1ccc(Cl)nc1	-3.3	10.7	1.7	2.2	/	-4.3	-2.5	-5.2	-1.1	7.3	86.9
Cc1ccc(OCC(=O)N(C)Cc2ccccc2)c([N+](=O)[O-])n1	21.0	-14.2	3.1	3.9	-21.5	-2.5	2.4	-7.0	-0.6	3.0	105.5
O=C(CNC(=O)c1ccccc1)OCc1cccc(Br)c1	3.6	11.2	-1.6	0.9	0.4	-4.0	0.0	-13.1	-1.9	10.6	101.0
COc1cc([N+](=O)[O-])cc(/C=N/N(CCC#N)C(C)=O)c1O	-15.1	18.4	1.2	2.5	-3.1	-6.5	0.8	-9.2	-2.4	12.8	108.8
S=c1[nH]ncn1-c1ccccn1	-1.8	-8.0	2.5	2.1	57.8	1.5	0.5	5.5	-1.1	4.7	101.5
CCSC1=C(C#N)C2(CCCCC2)C(C#N)C(=O)N1 (stereo not given)	/	1.5	-2.9	3.1	-11.8	-0.6	-3.0	-4.9	-1.3	6.3	94.0
CC(C)(C)c1cc(CCC(=O)N2CCCC2)cc(C(C)(C)C)c1O	2.5	22.2	-0.9	2.1	-0.9	-0.3	1.3	-6.1	-3.5	18.0	102.1
CCN(CC(=O)Nc1ccc(OC)cc1)C(=O)c1cc(S(=O)(=O)N2CCOCC2)ccc1N1CCCC1	9.8	2.9	-0.2	2.6	-6.2	-1.1	0.8	8.5	-1.8	9.6	94.9
COc1cn(-c2ccccc2)nc1C(=O)NCc1ccccc1	-3.0	-11.5	3.9	1.1	-28.8	7.4	-1.3	5.8	0.4	-2.3	/
CCOC(=O)CCSc1cc(C)c2ccccc2n1	-0.7	-3.1	-0.5	-0.2	65.4	1.0	-2.5	-3.1	2.5	-12.9	99.3
Cc1nc(C(=O)O)nn1-c1ccc([N+](=O)[O-])cc1	-6.4	0.2	0.3	2.0	3.3	-0.1	0.8	-3.8	0.5	-3.0	87.5
Nc1nc2ccc(Cl)cc2[nH]1	-9.6	10.0	/	3.0	/	-2.5	/	-0.9	-0.1	0.7	110.9
O=S(=O)(N/N=C1/CC(c2ccccc2)Oc2ccccc21)c1ccc(Br)cc1 (stereo not given)	/	7.5	6.0	3.3	20.4	1.9	0.5	-7.3	0.1	-0.8	84.4
N#C/C(=C\c1c(N2CCC(C(N)=O)CC2)nc2ccccn2c1=O)S(=O)(=O)c1ccc(Cl)cc1	4.4	-22.9	3.5	0.7	39.4	1.2	2.9	-5.7	-2.4	12.2	/
CC(=O)Nc1ccc(S(=O)(=O)N2CCC3(CC2)OCCO3)cc1	-2.5	-17.8	1.3	1.5	-21.3	4.3	2.1	2.4	-0.4	2.6	100.6
OC1CCCN(CC(O)c2ccccc2)C1 (stereo not given)	-46.1	25.0	-0.1	0.8	10.3	2.6	2.0	7.9	0.6	-3.0	108.9
COc1ccc(CCN2C(=O)CC(NNc3ccc([N+](=O)[O-])cc3)C2=O)cc1OC (stereo not given)	-8.8	31.2	4.5	2.0	108.9	0.1	0.8	-0.9	-2.9	13.3	/
CCOC(=O)c1sc2nc(C)nc(NC3CCC(O)CC3)c2c1C (stereo not given)	-4.7	-10.2	1.4	1.5	5.7	3.6	-0.9	-13.5	-0.4	2.3	/
O=C(NCC(=O)N(c1cnc2ccccc2c1)C(C(=O)NC1CCCC1)c1ccncc1)c1ccco1 (stereo not given)	3.6	-22.4	3.0	0.3	/	6.6	4.8	4.6	-2.4	13.4	71.0
CCN(CC(=O)Nc1ccc(NC(C)=O)cc1)C(=O)c1c(-c2c(F)cccc2Cl)noc1C	37.3	9.1	2.5	1.3	-1.3	-0.2	0.9	-0.9	-0.8	4.6	113.4
COc1ccc(C2C(C(=O)N3CCCC3)c3cc(OC)c(OC)cc3C(=O)N2C)cc1 (stereo not given)	5.0	-14.7	-0.3	3.3	-5.2	5.5	-4.8	-0.3	-2.6	15.8	/
Fc1ccc(-c2cn(-c3ccccc3)c3[n+]2CCS3)cc1	1.9	-7.8	0.4	0.8	-12.9	0.9	0.0	-5.9	-1.0	5.4	115.1
CC(=O)C1=C(O)C(=O)N(C)C1c1ccccc1F (stereo not given)	17.1	-4.3	2.9	3.8	304.7	1.8	1.0	1.9	-1.5	7.3	92.8
CC(C)NS(=O)(=O)c1ccc(OCC(=O)NCc2ccccc2)cc1	-12.6	-2.7	2.7	1.7	-8.0	0.9	-0.3	2.7	0.7	-3.8	108.1
Cc1cc(C)n(-c2cc(N3CCN(S(=O)(=O)c4ccc(Br)cc4)CC3)ccc2[N+](=O)[O-])n1	-4.3	-12.9	2.3	2.2	8.2	-1.3	1.8	-2.5	-1.4	7.2	98.2
Cc1ccccc1CC1(CO)CCCN(Cc2c(C)nn(C)c2Cl)C1 (stereo not given)	6.3	9.2	-0.2	1.5	11.0	2.5	-2.5	7.9	1.4	-6.4	99.5

Entries above that contain a thiophene ring, fused or not:
SMILES	PfHsp90 set2	HTR5A inv ctr	AddAB inh	phage Ecoli inh	Mot1-301 SUMO	HTR5A ag	E coli growth	PKA-R1A act	MOR-DOR ag	MOR-DOR inv ag	DSG3 Ab inh
CCOC(=O)c1c(NC(=S)Nc2ccccc2)sc2c1CCN(C)C2	21.2	12.4	-2.5	4.7	-8.3	-4.9	2.1	-1.6	-1.3	7.2	144.9
O=C(O)c1sccc1SCc1ccc(Cl)c(Cl)c1	10.0	-7.0	1.5	4.9	6.4	2.6	1.9	1.9	-2.2	13.6	/
CCOC(=O)c1sc2nc(C)nc(NC3CCC(O)CC3)c2c1C (stereo not given)	-4.7	-10.2	1.4	1.5	5.7	3.6	-0.9	-13.5	-0.4	2.3	/

(list continues)
SMILES	PfHsp90 set2	HTR5A inv ctr	AddAB inh	phage Ecoli inh	Mot1-301 SUMO	HTR5A ag	E coli growth	PKA-R1A act	MOR-DOR ag	MOR-DOR inv ag	DSG3 Ab inh
Cc1nc2ccccn2c1C(=O)N/N=C/c1ccc([N+](=O)[O-])o1	-4.2	13.8	8.8	7.0	-1.4	-5.0	6.0	-4.4	2.3	-12.6	95.3
CCc1c(C)c(C#N)c2nc3ccccc3n2c1-n1nc(C)cc1C	10.5	-1.9	0.3	2.0	190.6	0.7	-0.6	-2.6	-0.5	2.7	99.1
CCCn1cnc2sc(C(N)=O)c(C)c2c1=O	-9.0	18.4	-1.2	2.3	12.0	-5.2	-3.5	-6.4	-3.2	17.4	97.0
CC(=O)Nc1ccc(S(=O)(=O)NCCSc2ccccn2)cc1	5.9	14.2	0.7	2.7	1.9	0.2	0.6	-6.9	-1.8	9.2	99.4
O=C(c1cc(COc2ccc(F)cc2F)on1)N1CC2C[C@@H]3CC1C[C@H](C2)C3	-37.7	-2.6	2.0	-0.8	20.3	0.7	-0.2	-5.8	6.7	-34.9	111.3
O=C(Nc1ccccn1)C1CCN(S(=O)(=O)c2ccc3ccccc3c2)CC1	-41.8	-9.8	/	3.5	/	-0.1	/	-8.1	3.5	-22.7	94.5
CN1C[C@@H]2C(c3ccc(C(F)(F)F)cc3)C3(c4ccc(C#N)cc4)CC2(C3)[C@H]1c1ccccc1 (stereo not given in full)	-1.3	-34.9	0.7	6.8	-35.1	5.1	1.7	-5.3	2.2	-12.5	/
Cc1cccc2nc(CSc3nc4[nH]ncc4c(=O)n3-c3cccc(Cl)c3)cc(=O)n12	-20.8	2.0	0.1	3.4	-10.9	1.4	-1.4	3.9	1.1	-5.8	122.2
COC(=O)c1ccc(/C=C/C(=O)c2ccc(OC)c(OC)c2)cc1	24.7	1.3	1.6	/	91.2	2.5	-0.1	3.1	-1.2	7.0	100.8
